High-throughput results deposited in PubChem by several laboratories.
PTEN del growth: PTEN-deleted cell growth suppression; hit rate 1.2% among 140,000; viability, % at 10 µM; HCT116 PTEN-null viability, CellTiter-Glo, 60 h; hits give low values;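 active means viability at or below a set limit, 4 SD under the median of all tested compounds, cut at about 3.7% in these data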;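 further: PTEN knockout HCT116 line with beta catenin targeted HCT116 as companion control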
Yeast growth inh: chemicals that inhibit yeast BB579 growth in restrictive medium (lifespan-shortening candidates) | inhibition, % at 10 µM | hit rate 0.51% among 140,000 | S. cerevisiae BB579 growth, OD615, 48 h;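 active means inhibition above a set limit, 3 SD over the mean compound inhibition, cut at about 44% in these data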; further: inactives centre near -24
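System: Saccharomyces cerevisiae DeaD strain BB579, replicative lifespan model yeast. Buffer or medium: restrictive glucose-based CSMM-D medium. Doses: one dose, 10 µM compound with 0.25% DMSO. Timing: 4 h preincubation and 48 h exposure at 30 °C. Detection: turbidity as optical density at 615 nm. Benchmarks: amphotericin B 10 µg/mL, positive.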
Measles CPE: protection of cells from measles virus; Measles virus-infected cells, CPE protection, absorbance; protection (pct of control), % at 4 µM; hit rate 1.5% among 140,000; AID 841; in the data active means protection mostly above about 24%, no sharp cut-off; inactive means mostly below about 26%; further: some compounds called inactive have numbers as strong as hits
Yeast lifespan up: yeast lifespan extension. inhibition of the nicotinamide effect, % at 10 µM. S. cerevisiae growth with nicotinamide, OD615; deaD strain in restrictive glucose medium. hit rate 0.68% among 130,000. AID 775;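 active means inhibition above a set limit, placed 3 SD over the median of all compounds, cut at about 26% in these data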;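 further: 0% = nicotinamide-treated wells and 100% = cells grown without nicotinamide; some compounds called inactive have numbers as strong as hits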
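Measured by: optical density (absorbance) at 615 nm; System: modified budding yeast, DeaD strain; Medium: restrictive CSMM-D dextrose medium; Timing: 4 h preincubation then 48 h treatment at 30 °C.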
bCat KO growth: beta-catenin-lacking colon tumor cell growth suppression; HCT116 beta-catenin knockout viability, CellTiter-Glo, 60 h; hits give low values; viability, % at 10 µM; hit rate 1.5% among 140,000; AID 818;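 active means viability at or under a set limit, the compound median less 4 SD, cut at about 6% in these data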;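 further: 0% = Hyamine 1622 control at 20 µM and 100% = untreated cell control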
GALR2 blocker: blocks the human galanin receptor 2; O43603; GALR2-expressing cells, antagonist mode; inhibition, % at 4 µM; hit rate 0.39% among 140,000; in the data active means inhibition above about 27%;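 further: cells stimulated with galanin 1-16 at roughly its EC80; 0% = agonist challenge control and 100% = basal control without agonist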
Target sequence (O43603 whole entry, looked up): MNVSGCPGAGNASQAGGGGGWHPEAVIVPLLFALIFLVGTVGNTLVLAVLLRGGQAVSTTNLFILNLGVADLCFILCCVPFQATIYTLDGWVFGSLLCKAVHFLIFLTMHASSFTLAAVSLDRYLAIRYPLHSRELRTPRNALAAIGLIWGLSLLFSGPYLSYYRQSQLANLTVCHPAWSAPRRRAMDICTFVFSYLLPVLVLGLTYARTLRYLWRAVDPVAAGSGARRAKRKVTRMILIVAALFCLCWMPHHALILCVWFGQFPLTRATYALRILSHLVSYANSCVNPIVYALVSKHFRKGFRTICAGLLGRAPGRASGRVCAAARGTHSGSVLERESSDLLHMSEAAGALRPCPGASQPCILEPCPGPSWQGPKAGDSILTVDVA
MRP1 act: activates MRP-1; H69AR cells + doxorubicin, viability rescue, CellTiter-Glo; AID 799; hit rate 0.61% among 140,000; viability increase, % at 10 µM;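 active means viability gain under doxorubicin at or above a set limit, the compound median plus 3 SD, cut at about 4.7% in these data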;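 further: MRP-1 overexpressing cells given doxorubicin 25 µM after compound pretreatment; 18-22 h compound pretreatment then 72 h with doxorubicin before readout; 0% = doxorubicin-only wells and 100% = vehicle-treated cells without doxorubicin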
Phagocyt inh: macrophage phagocytosis inhibition | J774A.1 macrophage IgG-bead phagocytosis, imaging | inhibition, % at 5 µM | hit rate 0.07% among 110,000;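 active means inhibition above the mean of the plate negative controls plus 5 SD, cut at about 13% in these data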;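 further: phagocytic index as fraction of beads internalized from green versus red external bead signal; plate controls were DMSO negative control for no effect and cytochalasin-D positive control for full effect; some results beyond the cut were filed as inactive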
E-sel TNF inh: blocks E-selectin expression induced by TNF alpha; HUVEC TNFa-induced E-selectin immunofluorescence, high content; inhibition, % at 2 µM; hit rate 0.71% among 120,000;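 active means inhibition above the batch mean plus 3 SD, and confirmed as a hit on visual image review, cut at about 43% in these data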;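 further: 0% = TNF-stimulated DMSO wells and 100% = unstimulated control wells; not every result past the cut was called active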
NPY Y2 blocker: blocks the human neuropeptide Y Y2 receptor; P49146; NPY-Y2 expressing cells, antagonist mode; inhibition, % at 2.7 µM; hit rate 0.99% among 140,000; in the data active means inhibition above about 17%;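 further: 0% = vehicle with agonist challenge and 100% = reference antagonist with challenge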
Target sequence (P49146 whole entry, looked up): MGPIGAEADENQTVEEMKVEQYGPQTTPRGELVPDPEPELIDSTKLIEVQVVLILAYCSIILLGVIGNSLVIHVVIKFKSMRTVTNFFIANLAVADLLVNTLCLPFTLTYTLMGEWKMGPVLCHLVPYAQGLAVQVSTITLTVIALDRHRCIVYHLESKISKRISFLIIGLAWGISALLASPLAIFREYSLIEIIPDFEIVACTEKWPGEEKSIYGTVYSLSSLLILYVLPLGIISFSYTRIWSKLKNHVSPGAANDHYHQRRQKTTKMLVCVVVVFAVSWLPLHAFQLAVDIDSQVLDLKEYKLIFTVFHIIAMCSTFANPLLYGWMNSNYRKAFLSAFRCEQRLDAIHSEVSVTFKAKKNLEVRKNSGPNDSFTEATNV
The depositor's hits bear a star; x = not tested or not shown; & = joins results of further samples.

1. CCN(CC)c1ccc(NC(=O)CN2C(=O)CSc3ncccc32)c(C)c1
2. C/C(CC(=O)Nc1ccc(N(C)C)cc1)=N\NC(=O)Cc1csc(N)n1
3. Cc1nn(-c2ccccc2)c(Cl)c1/C=C/C(=O)c1ccc(O)cc1
4. Cc1cc(C)c(S(=O)(=O)c2ccccc2C)c(N(C)C)n1
5. CCS(=O)(=O)N1CCc2cc(OC)c(OC)cc2C1
6. O=[N+]([O-])c1cccc(/C=C/c2nc(C=Nc3ccccc3)c(O)o2)c1
7. Cc1c(Cl)cnc(NC(=O)COC(=O)c2cc3c(s2)CCC(C)C3)c1Cl (configuration not stated)
8. CCC1CCc2sc(C(=O)O)cc2C1 (configuration not stated)

assay / compound,1,2,3,4,5,6,7,8
PTEN del growth,54,98,38,94,102,91,86,103
Yeast growth inh,1,-34,-23,-42,-4,-78,-33,1
Measles CPE,19,15,22,6,8,3,8,10
Yeast lifespan up,-13,-1,-3,14,-5,-7,1,-10
bCat KO growth,51,102,31,89,99,95,92,108
GALR2 blocker,22,15,8,6,2,-17,4,5
MRP1 act,1.7,-0.5,-1.3,0.2,-2.2,0.1,-1.6,-0.7
Phagocyt inh,1,1,-14,x,x,x,-12,-1
E-sel TNF inh,x,x,x,-5,-13,x,x,x
NPY Y2 blocker,-1,0,5,7,2,3,8,10

9. COc1ccc(NC(=O)c2cnc3n(c2=O)CCS3)cc1OC
10. COc1ccc(Oc2nccc(-c3ccc(Cl)cc3)n2)cc1
11. Cc1cc(S(=O)(=O)NCC(c2ccccc2)c2ccccc2)ccc1-n1cnnn1
12. Cn1c(Cc2csc(N)n2)nnc1SCC(=O)NCc1ccccc1
13. Cc1csc2nc(CSc3nncn3-c3ccccc3)c(Br)n12
14. O=C(O)CCCCNS(=O)(=O)c1ccc(Cl)c(C(F)(F)F)c1
15. Cc1nn(Cc2ccc(Cl)cc2)c(Cl)c1/C=N/NC(=O)CNc1ccccc1F
16. CCOC(=O)Cc1csc(SCC(=O)Nc2sc3c(c2C(N)=O)CCC3)n1

assay / compound,9,10,11,12,13,14,15,16
PTEN del growth,110,100,82,101,106,90,22,107
Yeast growth inh,-32,-20,-38,-5,-38,33,-13,-32
Measles CPE,28,5,23*,3,18,8,4,9
Yeast lifespan up,8,-14,-7,0,-9,-8,-4,0
bCat KO growth,97,89,85,98,115,85,43,98
GALR2 blocker,-14,-3,-12,6,-4,1,-7,5
MRP1 act,1.2,0.8,-3.4,-1.3,-2.2,0.1,-2.5,-0.8
Phagocyt inh,x,2,4,0,-2,-2,3,0
E-sel TNF inh,15,x,3,-16,19,x,x,-38
NPY Y2 blocker,1,7,0,3,3,-1,3,2

Reformatted with two lines to a compound: entries from further up.
Values run as follows: PTEN del growth, Yeast growth inh, Measles CPE, Yeast lifespan up, bCat KO growth, GALR2 blocker, MRP1 act, Phagocyt inh, E-sel TNF inh, NPY Y2 blocker
6. O=[N+]([O-])c1cccc(/C=C/c2nc(C=Nc3ccccc3)c(O)o2)c1
→ 91, -78, 3, -7, 95, -17, 0.1, x, x, 3
7. Cc1c(Cl)cnc(NC(=O)COC(=O)c2cc3c(s2)CCC(C)C3)c1Cl (configuration not stated)
→ 86, -33, 8, 1, 92, 4, -1.6, -12, x, 8
8. CCC1CCc2sc(C(=O)O)cc2C1 (configuration not stated)
→ 103, 1, 10, -10, 108, 5, -0.7, -1, x, 10
9. COc1ccc(NC(=O)c2cnc3n(c2=O)CCS3)cc1OC
→ 110, -32, 28, 8, 97, -14, 1.2, x, 15, 1
10. COc1ccc(Oc2nccc(-c3ccc(Cl)cc3)n2)cc1
→ 100, -20, 5, -14, 89, -3, 0.8, 2, x, 7
11. Cc1cc(S(=O)(=O)NCC(c2ccccc2)c2ccccc2)ccc1-n1cnnn1
→ 82, -38, 23*, -7, 85, -12, -3.4, 4, 3, 0
12. Cn1c(Cc2csc(N)n2)nnc1SCC(=O)NCc1ccccc1
→ 101, -5, 3, 0, 98, 6, -1.3, 0, -16, 3
13. Cc1csc2nc(CSc3nncn3-c3ccccc3)c(Br)n12
→ 106, -38, 18, -9, 115, -4, -2.2, -2, 19, 3

Additional results.
17. COc1ccc(S(=O)(=O)Nc2cc3c4c(oc3c3ccccc23)CCCC4=O)cc1
18. COCCCN1C(=O)c2ccccc2C1C(=O)NC1CCCCCC1 (configuration not stated)
19. CSc1nnc(-c2cc(C)on2)n1-c1ccccc1
20. C=CCOc1ccc(/C(O)=C2\C(=O)C(=O)N(CCCOC)C2c2ccncc2)cc1 (configuration not stated)
21. CCCOC(=O)c1ccc(NC(=O)C(=O)NCC2CCCO2)cc1 (configuration not stated)
22. CC1CC(C)CN(C(=O)CSc2nc(Cc3cccs3)nc3ccccc23)C1 (configuration not stated)
23. Cc1nnc(SCC(=O)N2CCc3ccccc32)n1-c1ccccc1
24. C/C(=N\NC(=O)c1ccc(CSc2nc(C)cc(C)n2)cc1)C1CCCCC1

assay / compound,17,18,19,20,21,22,23,24
PTEN del growth,23,98,95,108,91,69,100,93
Yeast growth inh,-55,-18,-20,13,-13,1,-26,-35
Measles CPE,57,19,11,7,1,32,1,4
Yeast lifespan up,-4,-1,0,-18,-4,1,1,4
bCat KO growth,20,90,97,103,94,74,98,90
GALR2 blocker,-7,-2,4,-3,-13,-10,4,-5
MRP1 act,-1.8,-0.1,-0.4,-1.6,0.0,-2.2,-1.7,-2.0
Phagocyt inh,1,0,-4,0,-12,0,2,-5
E-sel TNF inh,-18,x,59,-21,-5,x,-3,x
NPY Y2 blocker,6,5,-1,2,0,10,-1,1

25. COC(=O)Cn1cnc2c(C#N)c3n(c2c1=O)CCCC3
26. CC(C)(C)C(=O)N=C1SC2CS(=O)(=O)CC2N1c1ccc2c(c1)OCO2 (configuration not stated)
27. COc1ccc2[nH]c(=O)c(NC(N)=S)nc2c1
28. COn1c(C)c(C(C)=O)c2c3no[n+]([O-])c3ccc21
29. CN(CC(=O)Nc1ccc(C#N)cc1)Cc1ccc(Cl)c(Cl)c1
30. CCOC(=O)c1c(-c2ccc(C)o2)csc1NC(=O)COC(=O)c1cccs1
31. CCCCC(=O)NCc1ccc(Cl)cc1
32. Cc1ccc(C(=O)OC2=CC(=O)CC(C)(C)C2)cc1

assay / compound,25,26,27,28,29,30,31,32
PTEN del growth,99,98,92,103,94,92,103,108
Yeast growth inh,-24,-83,-22,-1,-55,-26,-6,-32
Measles CPE,5,15,7,6,6,12,13,10
Yeast lifespan up,-5,-11,-29,-7,-22,-1,-3,73*
bCat KO growth,105,75,67,98,92,84,103,92
GALR2 blocker,-21,-3,4,-14,1,-3,6,4
MRP1 act,-0.5,-0.6,-3.1,-3.5,-1.7,-3.2,-1.9,0.8
Phagocyt inh,0,x,x,x,x,x,0,1
E-sel TNF inh,x,-4,x,25,x,-5,x,8
NPY Y2 blocker,0,0,-1,0,8,20*,4,3

33. CNc1nc(Nc2ccc(C)c(Cl)c2)nc(N)c1[N+](=O)[O-]
34. CC(=O)c1c(C(C)=O)c(C)n(-c2ccc(O)cc2)c1C
35. Cc1nn(C)c(C(=O)N2CCc3ccccc32)c1Br
36. CN(C)S(=O)(=O)Oc1ccsc1C(=O)Nc1cccc(Cl)c1
37. O=C(O)CCc1nn2c3ccccc3n(CC(=O)c3ccccc3)c2nc1=O
38. O=C(Cn1cnc2c(oc3ccccc32)c1=O)NCc1ccccc1
39. COc1ccnc(Nc2ccc(C)c(C)c2)c1C#N
40. COc1ccc(CCNc2oc(-c3cccc4ccccc34)nc2P(=O)(OC)OC)cc1OC

assay / compound,33,34,35,36,37,38,39,40
PTEN del growth,2.9*,97,93,84,91,102,87,96
Yeast growth inh,-35,-52,-20,-3,-13,8,-9,-8
Measles CPE,10,6,14,13,5,10,6,9
Yeast lifespan up,-8,2,16,-11,-3,-1,-5,-1
bCat KO growth,12,107,83,92,93,95,95,96
GALR2 blocker,-7,-79,-6,5,3,-7,-6,6
MRP1 act,-1.9,-3.1,-2.3,-0.9,-0.6,-2.8,-2.2,-0.4
Phagocyt inh,-4,1,-4,x,-1,0,-1,-11
E-sel TNF inh,6,-1,x,-4,16,0,2,x
NPY Y2 blocker,2,1,1,-1,-2,9,0,8

41. CCn1c(NCc2ccco2)nc2c1c(=O)n(C)c(=O)n2C
42. COc1ccc(OC)c(C(c2nnnn2C2CCCC2)N2CCN(c3ccccc3F)CC2)c1 (configuration not stated)
43. O=C1/C(=C\c2ccc(-c3ccccc3Cl)o2)SC(=S)N1CC1CCCO1 (configuration not stated)
44. Cc1ccc(C(=O)N/C(=C\c2ccc(Br)cc2)c2nc(=S)[nH][nH]2)cc1
45. O=C(NCC1CCCO1)C1CCN(S(=O)(=O)N2CCCC2)CC1 (configuration not stated)
46. CCCCN(C)CCCNC(=O)CCn1nc(-c2ccccc2)ccc1=O
47. Cc1ccc(C)c(N2CCN(CCCNC(=O)Cn3cc4c(n3)CCC(C)C4)CC2)c1 (configuration not stated)
48. O=c1[nH]nc2c3ccccc3cnn12

assay / compound,41,42,43,44,45,46,47,48
PTEN del growth,100,37,85,22,96,105,9,112
Yeast growth inh,-25,-36,-19,-28,-40,-45,-23,-21
Measles CPE,12,1,3,29,5,9,6,10
Yeast lifespan up,x,-16,5,-13,-2,-1,-3,-3
bCat KO growth,90,45,84,23,102,101,10,94
GALR2 blocker,0,7,-3,-18,11,-10,5,2
MRP1 act,-2.8,0.6,2.8,-6.1,0.3,-2.9,-5.4,1.1
Phagocyt inh,x,0,0,x,x,-3,0,-1
E-sel TNF inh,-54,x,-13,x,14,13,x,x
NPY Y2 blocker,0,13,0,-5,3,2,13,1

49. Cc1ccc(C(=O)N2CCN(C(=O)CN3CCCC3)C2)cc1
50. CN1CCN(Cc2oc(CO)cc(=O)c2O)CC1
51. O=C(COC(=O)c1cccc(S(=O)(=O)N2CCc3ccccc32)c1)Nc1ncc(Cl)cc1Cl
52. CCCCC(=O)NC(NC(=O)CCCC)c1ccc(OCCC)c(OC)c1
53. C=CCNC(=O)CC(=O)N/N=C/c1ccccc1F
54. Clc1ccc(CN2CCC(Cc3ccccc3)CC2)cc1
55. CCOc1ccc(CC2c3cc(OCC)c(OCC)cc3CCN2C(=O)c2cc(OC)c(OC)c(OC)c2)cc1OCC (configuration not stated)
56. COC(=O)c1cc(NS(=O)(=O)c2ccc(NC(C)=O)cc2)cc(C(=O)OC)c1

assay / compound,49,50,51,52,53,54,55,56
PTEN del growth,92,103&99,95,99,89,86,65,97
Yeast growth inh,3,-34,-48,-38,-24,-14,-9,10
Measles CPE,8,4,6,13,7,36,1,4
Yeast lifespan up,1,-3,0,3,-8,1,-8,-21
bCat KO growth,90,98,96,103,97,87,78,105
GALR2 blocker,6,-3,0,11,-6,-2,3,5
MRP1 act,0.1,0.0,-2.6,-3.2,0.2,-3.3,-1.8,-0.4
Phagocyt inh,0,-1,-5,-2,x,-2,2,x
E-sel TNF inh,2,x,x,-13,-62,30,x,2
NPY Y2 blocker,2,4,5,3,10,9,0,0
